Assay outcomes (PubChem BioAssay)
M. tuberculosis GlmU: inhibition of mycobacterial GlmU enzyme – biochemical, glucosamine-1-phosphate acetyltransferase (AID 1376); M. tuberculosis GlmU acetyltransferase enzyme assay; higher % means a stronger effect; one-dose inhibition, %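 (tested at 30 µM in the primary screen)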; IC50 in µM for titrated hits; 220,000 tested, 0.25% active; in the data active means inhibition above about 13%;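 further: 0% = complete reaction with vehicle and 100% = reaction without substrate; strong numbers were not always called active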
RmlCD inh 1536: M. tuberculosis RmlC/RmlD inhibition | 160,000 tested, 0.03% active | P9WH09+P9WH11 | RmlC+RmlD coupled enzyme assay, percent inhibition; primary screen in compound mixtures | inhibition, % at 3.6 µM; in the data active means inhibition mostly above about 34%, no sharp cut-off; further: some results filed as inactive read as strong as hits
Target sequence (P9WH09 whole entry, looked up): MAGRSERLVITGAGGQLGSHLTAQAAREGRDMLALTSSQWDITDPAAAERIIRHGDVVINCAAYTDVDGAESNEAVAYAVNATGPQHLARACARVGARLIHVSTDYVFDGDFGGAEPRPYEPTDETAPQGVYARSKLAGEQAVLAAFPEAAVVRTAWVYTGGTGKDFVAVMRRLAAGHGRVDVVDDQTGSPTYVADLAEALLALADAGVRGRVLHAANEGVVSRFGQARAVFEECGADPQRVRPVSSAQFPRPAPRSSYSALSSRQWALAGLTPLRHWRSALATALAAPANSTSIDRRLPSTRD
Target sequence (P9WH11 whole entry, looked up): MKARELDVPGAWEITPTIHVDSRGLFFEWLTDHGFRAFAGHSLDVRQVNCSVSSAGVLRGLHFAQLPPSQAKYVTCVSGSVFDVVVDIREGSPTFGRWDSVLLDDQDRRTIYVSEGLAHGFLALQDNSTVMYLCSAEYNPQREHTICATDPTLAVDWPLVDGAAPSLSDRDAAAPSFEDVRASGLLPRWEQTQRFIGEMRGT
The depositor's hits bear a star; · = not tested or not shown. Some of the compounds tested; the hit share may differ from the screen's.

SMILES | M. tuberculosis GlmU | RmlCD inh 1536
CCOC(=O)c1c(NC(=O)C(C)N2CCN(S(=O)(=O)c3cccs3)CC2)sc2c1CCC(C)C2 (stereo not given) | -2.3% | 2.0
CCc1cccc2c(C(=O)COC(=O)/C=C/c3ccccc3OC)c[nH]c12 | 3.0% | -7.8
C=C1N(c2ccc(Cl)cc2)C(=O)OC1(C)C | 0.9% | 24.1
C#CC[N+](C)(C)CCCCCCCCCCCC | -4.6% | 2.6
Cc1nnc(SCC(=O)N2CCOCC2)n1C | -1.4% | ·
COc1ccc(Cc2nc(C(=O)Nc3ccc(OC)cc3)cs2)cc1 | 0.1% | ·
CCC(CC)NC(=O)c1cccc(Oc2ccccc2)c1 | -3.2% | ·
Nc1ccc(N2CCN(c3ccccc3)CC2)c(F)c1 | -7.2% | 21.1
Cc1cc(Br)ccc1NC(=O)CCN1C(=O)c2ccncc2C1=O | 0.1% | 7.6
O=C(CSc1nc2ccccc2n1CCc1ccccc1)c1ccc(O)c(O)c1 | 23.3%* | ·
N#Cc1c(N2CCOCC2)nc(N)c2c(N)nc3c(c12)CC(CCl)O3 (stereo not given) | 0.0% | 9.1
Cc1ccc(S(=O)(=O)NC(=O)c2cc(C)n(-c3cc(S(=O)(=O)N4CCOCC4)ccc3N3CCCC3)c2C)cc1 | 5.0% | ·
CCCCCn1c(SCC(=O)OCC)nc2cc(C(=O)N3CCC(C(N)=O)CC3)ccc2c1=O | 2.5% | 8.9
O=C(Cc1ccccc1)NCCS(=O)c1ccc(Cl)cc1 (stereo not given) | 0.1% | -4.5
O=C(Nc1ccc(N2CCN(c3ncccc3C(F)(F)F)CC2)nc1)c1cccs1 | -2.2% | -1.9
Cc1ccc2nc3c(cc2c1)CN(Cc1ccco1)C(=NCC1CCCO1)S3 (stereo not given) | -1.1% | 2.1
CCC(C)(C)C1CCC(=NNc2nc3ccccc3[nH]2)CC1 (stereo not given) | -4.5% | 3.0
Cc1[nH]c(=O)[nH]c1C(=O)CCCCC(=O)O | 4.2% | -7.1
C[C@@H]1CC=C[C@H]2[C@H]1C(=O)N(Cc1ccccc1)[C@H]2c1ccc(F)c(Br)c1 | -1.5% | ·
Cc1ccc(S(=O)(=O)c2ccccc2)cc1S | -4.1% | -8.7

Reprinted at random: 5 records from the list, in no set order.
SMILES | M. tuberculosis GlmU | RmlCD inh 1536
Cc1[nH]c(=O)[nH]c1C(=O)CCCCC(=O)O | 4.2% | -7.1
Cc1ccc(S(=O)(=O)NC(=O)c2cc(C)n(-c3cc(S(=O)(=O)N4CCOCC4)ccc3N3CCCC3)c2C)cc1 | 5.0% | ·
CCC(C)(C)C1CCC(=NNc2nc3ccccc3[nH]2)CC1 (stereo not given) | -4.5% | 3.0
O=C(Cc1ccccc1)NCCS(=O)c1ccc(Cl)cc1 (stereo not given) | 0.1% | -4.5
C[C@@H]1CC=C[C@H]2[C@H]1C(=O)N(Cc1ccccc1)[C@H]2c1ccc(F)c(Br)c1 | -1.5% | ·

Sorted by formula weight (falling): 5 of the compounds above.
SMILES | M. tuberculosis GlmU | RmlCD inh 1536
CCOC(=O)c1c(NC(=O)C(C)N2CCN(S(=O)(=O)c3cccs3)CC2)sc2c1CCC(C)C2 (stereo not given) | -2.3% | 2.0
O=C(CSc1nc2ccccc2n1CCc1ccccc1)c1ccc(O)c(O)c1 | 23.3%* | ·
CCC(CC)NC(=O)c1cccc(Oc2ccccc2)c1 | -3.2% | ·
C=C1N(c2ccc(Cl)cc2)C(=O)OC1(C)C | 0.9% | 24.1
Cc1[nH]c(=O)[nH]c1C(=O)CCCCC(=O)O | 4.2% | -7.1

Next structures:
SMILES | M. tuberculosis GlmU | RmlCD inh 1536
CC(C)N1CCc2c(sc(NC(=S)NC(=O)c3ccccc3)c2C#N)C1 | 6.4% | 6.7
COc1ccc(/C=C2\SC(=O)N(CCNC(=O)Cc3coc4cc(C)ccc34)C2=O)cc1OC | 5.9% | -7.5
C=CCn1c(SCC(=O)O)nnc1-c1cccc(Cl)c1 | -0.4% | -9.1
CC(=O)Nc1ccc(NC(=O)C2CCCN2C(=O)Nc2ccc(F)c([N+](=O)[O-])c2)cc1 (stereo not given) | -1.7% | -14.6
CCOc1ccccc1NC(=O)c1cc(C(=O)Nc2ccccc2OCC)cc(N2C(=O)CCC2=O)c1 | 4.3% | 1.2
CCn1c(COc2ccc(C(C)C)cc2)nnc1SCC(=O)Nc1nccs1 | 3.7% | ·
Cc1ccc(OCC(=O)O/N=C(\N)c2cccc([N+](=O)[O-])c2)cc1C | 0.1% | 7.7
CCOC(=O)C1(Cc2cccc(OC)c2)CCN(Cc2csc(C(C)=O)c2)CC1 | 3.3% | -0.1
COc1ccc(NC(=O)Cc2c(C(=O)O)n(C)c3ccccc23)cc1OC | -0.5% | ·
CNCc1ccccc1Sc1ccc(OC)c(OC)c1 | 6.2% | -2.9
Cc1cc(=O)oc(C)c1C(=O)N[C@@H]1CCCCNC1=O | -3.8% | -9.4
COCCCNC(=S)NNC(=O)c1cc(Cl)c(O)c(Cl)c1 | -1.5% | -2.1
CC1(C)CC(=O)N(CC(=O)NCc2ccc(F)cc2)c2ccccc2S1(=O)=O | 8.6% | ·
O=S1(=O)CCN(Cc2ccccn2)CC1 | 7.6% | 7.8
COc1ccc(SCC(=O)Nc2ccc(N3CCN(C)CC3)c(F)c2)cc1 | 0.4% | 3.7
COc1ccc(C(=O)NC(=O)COC(=O)C2COc3ccccc3O2)cc1 (stereo not given) | -0.8% | -9.7
CC(C)Nc1ccc(C(CC(N)=O)NC(=O)c2ccc(Br)cc2)cc1[N+](=O)[O-] (stereo not given) | 2.1% | ·
O=c1nc2cccc3c2=c(/c1=C(\O)c1ccccc1)c1ccccc1c3=O | 0.9% | -10.3
Cn1c(CN2CCCCC2)nc2cc(NS(=O)(=O)c3ccc(F)cc3)ccc21 | 1.3% | ·
Nn1c(SCc2cccc(Oc3ccccc3)c2)nnc1C(F)(F)F | 1.6% | ·
C=CCn1c(SC(C)C(=O)NC2(C#N)CCCCC2)nnc1-c1ccc(OC)cc1 (stereo not given) | 0.0% | 10.2
CCc1nc(N)c(C#N)c(-c2ccc(O)c(OC)c2)c1C | 3.1% | ·
COCCNC(=O)c1ccc2c(=O)n(Cc3ccco3)c(SCC(=O)NC3CCCCC3)nc2c1 | -1.1% | 72.8
NS(=O)(=O)c1ccc(NC(=O)CN2CCN(S(=O)(=O)/C=C/c3ccccc3)CC2)cc1 | 4.2% | ·
CCOc1ccc(NCc2nnc(SCc3ccccc3Cl)n2-c2ccccc2)cc1 | 3.8% | 7.1
CCOC(=O)Cn1ncn(-c2ccc(OC(F)(F)F)cc2)c1=O | -6.8% | 5.5
CCc1sc(/C=C(/C#N)C(N)=S)cc1[N+](=O)[O-] | 2.8% | ·
Oc1ccc(Cl)cc1CNc1ccc(Br)cn1 | -1.0% | ·
CCCN(Cc1ccccc1)C(=S)Nc1ccc(OC(F)F)cc1 | -2.1% | -3.8
COc1ccc2c(=O)c3c(=O)n(Cc4ccco4)c(-c4cc(OC)c(OC)c(OC)c4)nc3oc2c1 | 3.6% | ·
CCCCn1c(=O)[nH]c(=O)c2c1ncn2Cc1ccco1 | 6.6% | ·
O=C(NNC(=S)Nc1ccc(Br)cc1)c1ccc(N2CCOCC2)c([N+](=O)[O-])c1 | 5.1% | ·
COC(=O)c1ccc(Oc2cc(C)nc(Cl)n2)cc1 | 3.6% | 4.3
COCc1[nH]c(=S)c(C#N)cc1C(=O)OC | 0.6% | 7.8
Cc1ccc(NS(=O)(=O)c2cc(NC(=O)c3ccc4c(c3)NC(=O)CS4)ccc2C)c(C)c1 | -1.4% | 0.1
CCOC(=O)CSc1nnc(C)c(C)n1 | 0.5% | ·
CCCCNC(=O)c1onc(CSc2ccccc2C)c1C(=O)O | 1.8% | ·
COc1cccc(NC(=O)NCCC2=CCCCC2)c1 | 0.8% | 8.1
COc1ccc2nc(C)cc(SCC(=O)N/N=C/c3cccc4ccccc34)c2c1 | 5.3% | 5.6
COc1ccc(C(=O)Nc2ccccc2C(=O)NCCCn2ccnc2)cc1 | 2.4% | ·
Cc1ccc(S(=O)(=O)NC(=O)c2ccc(Br)o2)cc1 | 1.7% | ·
O=C(CCn1cnc2ccccc21)N=Nc1c(O)[nH]c2ccccc12 | 6.4% | 1.3
COc1ccccc1NC(=O)c1c(C)oc2c1CCCC2 | -2.3% | ·
Cc1scc(C(=O)O)c1-c1c(C(=O)O)csc1C | -1.8% | -6.0
CCCOc1ccc(-c2nc(-c3ccc(N)cc3)cs2)cc1 | 2.0% | 3.4
COc1ccccc1NC(=O)NC(N)=O | 3.7% | ·
CN(C1CCCCC1)S(=O)(=O)c1ccc2c(c1)c(=O)c(C(=O)N1CCc3ccccc3C1)cn2C | 2.2% | -1.5
CCN(CC)C(=O)Oc1ccc2ccccc2c1Br | 5.0% | -6.5
N#Cc1c(N)oc(-c2ccc3c(c2)OCO3)c1-c1ccc2c(c1)OCO2 | · | -3.8
Cn1c(SCc2ccccc2)nnc1-c1cnccn1 | -1.7% | 8.5
CCOC(=O)c1c(NC(=O)COC(=O)c2ccccn2)sc2c1CCC2 | 1.7% | ·
C=CCn1c(=O)c2ccccc2n2c(SCC(=O)Nc3sc(C)c(CC)c3C(=O)OCC)nnc12 | 3.9% | ·
C[N+](C)(C)C/C=C1/COCO1 | -3.1% | 11.3
CC(=O)OC1CSC2c3ccccc3C(=O)N2Cc2sccc21 (stereo not given) | 2.2% | -13.3
c1ccc(C2NCCn3cccc32)cc1 (stereo not given) | 0.4% | 23.4
CC(C)(C)NS(=O)(=O)c1ccc(NC(=O)C(Sc2ccccc2)c2ccccc2)cc1 (stereo not given) | -1.0% | ·
O=C(Nc1nc(-c2ccccn2)cs1)c1cccc(-n2cnnn2)c1 | 0.2% | -0.9
O=C(NC(=S)N(CCO)Cc1ccccc1)c1ccc(S(=O)(=O)N2CCCC2)cc1 | 7.3% | 6.5
COCCCNC(=O)CN1C(=O)/C(=C/c2ccccc2C)Sc2ccccc21 | 1.8% | 5.7
O=C(Nc1ccc2c(c1)OCO2)C1(S(=O)(=O)c2ccc(Cl)cc2)CC1 | 7.8% | ·

Remaining list, next part
SMILES | M. tuberculosis GlmU | RmlCD inh 1536
O=C(COC(=O)c1ccc(NS(=O)(=O)c2ccc3c(c2)OCCO3)cc1)NC1CC1 | 1.7% | 7.0
Oc1ccc(O)c(-c2cnns2)c1 | 12.5% | ·
O=C(OCC(=O)c1ccc(Cl)s1)c1ccccn1 | 6.4% | 3.1
COc1ccc(CCNS(=O)(=O)c2ccc3c(c2)n(C)c(=O)c(=O)n3C)cc1OC | 2.4% | ·
Cc1ccc(C)n1-c1ccsc1C(=O)CC#N | 10.1% | 4.2
Cc1cccc(C(=O)N2CCN(c3ccccn3)CC2)c1 | -3.1% | ·
CC(NS(=O)(=O)c1ccc(F)cc1)C(c1cccs1)N1CCN(C)CC1 (stereo not given) | -2.6% | ·
CC1CCCN(c2ccc(C(=O)NCC3CCCO3)cn2)C1 (stereo not given) | -2.9% | 8.9
O=C(CSc1ccc2nnc(-c3ccc(F)cc3)n2n1)NCc1ccco1 | 3.8% | ·
O=C(Cn1ccc2ccccc2c1=O)NCCC(=O)Nc1cccnc1 | 1.8% | ·
CCN1C(=Nc2ccc(Cl)cc2)SC/C1=C\C(=O)OC | -2.1% | ·
Cc1cccc2cc(C#N)c(NCc3ccccc3)nc12 | 1.5% | 3.1
O=S1(=O)NC2CCCCCN2c2ccc(F)cc21 (stereo not given) | -5.0% | ·
Cc1ccc2cc3c(NC(=O)C(C)C)nn(C)c3nc2c1 | -2.3% | 4.8
Cc1ccc(CC2CC(=O)N(CCc3ccccc3)C2=O)cc1 (stereo not given) | 2.4% | 12.0
O=C(COc1cccc2cccnc12)N/N=C/c1ccccc1O | -6.6% | 11.5
COc1ccc(C2OC(=O)CC2C(=O)N2CCN(c3cc(Cl)ccc3C)CC2)cc1OC (stereo not given) | -2.5% | 6.7
CC(C)(C)OC(=O)NCC12C=CC(O1)C1C(=O)N(Cc3ccccc3)C(=O)C12 (stereo not given) | -2.9% | ·
O=C(NCc1ccc(Cl)cc1)C1CCC(CNc2c(N3CCCCC3)c(=O)c2=O)CC1 (stereo not given) | 1.2% | ·
COCCNS(=O)(=O)c1cc(-c2nn(C)c(=O)c3ccccc23)ccc1C | 2.2% | 0.8
C=CCc1ccccc1OCC(O)CN(CC)CC (stereo not given) | -5.4% | ·
Cc1cccc(C)c1N(CC(=O)N1CCN(c2ccccc2F)CC1)S(C)(=O)=O | -5.3% | -3.5
Cc1ccc(-c2nc3ccccc3c(=O)n2-c2ncccc2C)cc1 | -0.3% | ·
O=C(c1ccccc1)n1ccc(-c2cccs2)n1 | 6.4% | 6.7
c1ccc(-c2ccc3c(c2)c2c4n3CCN=C4CCC2)cc1 | -2.8% | ·
Cc1cc2nc(C(F)(F)F)cc(-c3cccs3)n2n1 | -0.4% | 1.4
Cn1c(=S)ccc2ccccc21 | 4.6% | 1.0
COC(=O)C1=C(C)N(c2ccc(Br)cc2)C(=O)/C1=C\c1ccco1 | -6.7% | 9.2
COC(=O)c1ccc(CSc2nnc(C)s2)cc1 | 0.7% | 12.8
CC(C)CCSc1nc2c(c(=O)[nH]c(=O)n2C)n1CCCc1ccccc1 | -0.5% | ·
COC(=O)CSc1nnc(SCc2ccc(OC)cc2)s1 | 3.5% | ·
CCOC(=O)C1=C(N)Oc2cc(O)ccc2C1c1cccnc1 (stereo not given) | 0.9% | 2.6
C=CCn1c(SC(C)C(=O)NCCC2=CCCCC2)nc2ccccc2c1=O (stereo not given) | 2.5% | -9.0
COc1ccc(OC)c(NC(=O)c2c3c(nc4ccccc24)CCC3)c1 | 1.3% | 5.6
CN(C)c1cccc(C(=O)NCC2CCCO2)c1 (stereo not given) | -0.3% | ·
Cc1cccc(N2CCN(CC(=O)NCC3CCCCC3)CC2)c1C | 2.5% | -6.5
O=[N+]([O-])c1cc(C(F)(F)F)ccc1N1CCC(O)CC1 | -0.8% | 6.5
CCCCCCCCCCCC(=O)NC(C(=O)O)C(O)c1ccccc1 (stereo not given) | -2.6% | 10.1
CCCCOc1ccc(C(C)NC(=O)CCS(=O)(=O)Cc2ccc(C)cc2)cc1 (stereo not given) | 2.5% | 4.2
